ABHD4 inh – inhibitors of mouse ABHD4. purified mABHD4, FP-Rh probe fluorescence polarization. 0.54% of 370,000 active. inhibition, % at 8.92 µM. Q8VD66;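 active = inhibition exceeding the mean over every tested compound plus 3 SD, cut at about 30% in these data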;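 note: 0% = plate median of compound wells and 100% = S159A mutant with DMSO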
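Test system: mouse ABHD4 enzyme, wild type. Reagent: FP-Rh fluorescent activity-based probe, added after compound pre-incubation. Timing: pre-incubation 45 min, probe exposure 60 min, at 25 °C. Technique: FP readout, ex 525 nm / em 598 nm. Benchmarks: high control S159A mutant with DMSO, low control median of compound wells.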
HTRA1 inh – blocks human HTRA1 serine peptidase; recombinant HTRA1, FP-rhodamine activity-based probe, fluorescence polarization; Q92743; 0.5% of 340,000 active; AID 504803; inhibition, % at 5.96 µM; in the data active = inhibition above about 36%;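 note: 0% = enzyme with DMSO and 100% = wells lacking enzyme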
LEDGF integ inh – blocks HIV-1 LEDGF/p75-dependent DNA integration; TR-FRET IN-LEDGF/p75 DNA integration, Eu/Cy5; inhibition, % at 3.7 µM; 0.64% of 370,000 active;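 active = inhibition above the screen-wide mean plus 3 SD, cut at about 13% in these data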;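 note: signal is the Cy5 over europium emission ratio at 671 and 618 nm; 0% = plate median of compound wells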
TDP2 inh – TDP2 (human) inhibition, absorbance primary screen. O95551. recombinant TDP2, T5PNP hydrolysis, p-nitrophenol absorbance 415 nm. inhibition, % at 12.8 µM. 0.34% of 370,000 active. AID 720702;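 active = inhibition above the mean of all tested compounds plus 3 SD, set per campaign, cut at about 25% in these data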;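 note: 0% = DMSO with enzyme and 100% = buffer with substrate but no TDP2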
Target sequence (O95551 whole entry, looked up): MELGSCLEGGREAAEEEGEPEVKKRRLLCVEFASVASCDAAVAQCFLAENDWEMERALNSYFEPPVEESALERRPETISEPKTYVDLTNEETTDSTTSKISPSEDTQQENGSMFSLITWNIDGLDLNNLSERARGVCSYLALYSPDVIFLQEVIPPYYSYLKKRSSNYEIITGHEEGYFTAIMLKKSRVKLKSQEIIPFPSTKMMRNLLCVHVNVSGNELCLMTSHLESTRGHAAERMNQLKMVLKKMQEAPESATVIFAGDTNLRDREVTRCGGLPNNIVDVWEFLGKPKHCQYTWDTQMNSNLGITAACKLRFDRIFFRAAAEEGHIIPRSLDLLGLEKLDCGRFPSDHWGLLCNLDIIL
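System: recombinant human TDP2 / Amount: 120 nM TDP2 per well / Also added: 5 mM T5PNP chromogenic substrate / Doses: 12.8 µM single point, 1% DMSO / Incubation: 2 h at 37 °C / Detection: p-Nitrophenol epi absorbance / Evaluation: % inhibition relative to enzyme-containing and enzyme-free wells / Repeats: singlicate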
NR1D1 modulator – modulators of human Rev-erb alpha DNA binding | P20393 | Rev-erbα–FITC-DNA binding, fluorescence polarization, 90 min | activity, % at 10 µM | 0.79% of 370,000 active;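 active = activity above about 14%, limit read from the data; passing the limit was not always enough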;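 note: 0% = DMSO wells with 35 nM protein and 100% = DMSO wells with 750 nM protein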
Target sequence (P20393 whole entry, looked up): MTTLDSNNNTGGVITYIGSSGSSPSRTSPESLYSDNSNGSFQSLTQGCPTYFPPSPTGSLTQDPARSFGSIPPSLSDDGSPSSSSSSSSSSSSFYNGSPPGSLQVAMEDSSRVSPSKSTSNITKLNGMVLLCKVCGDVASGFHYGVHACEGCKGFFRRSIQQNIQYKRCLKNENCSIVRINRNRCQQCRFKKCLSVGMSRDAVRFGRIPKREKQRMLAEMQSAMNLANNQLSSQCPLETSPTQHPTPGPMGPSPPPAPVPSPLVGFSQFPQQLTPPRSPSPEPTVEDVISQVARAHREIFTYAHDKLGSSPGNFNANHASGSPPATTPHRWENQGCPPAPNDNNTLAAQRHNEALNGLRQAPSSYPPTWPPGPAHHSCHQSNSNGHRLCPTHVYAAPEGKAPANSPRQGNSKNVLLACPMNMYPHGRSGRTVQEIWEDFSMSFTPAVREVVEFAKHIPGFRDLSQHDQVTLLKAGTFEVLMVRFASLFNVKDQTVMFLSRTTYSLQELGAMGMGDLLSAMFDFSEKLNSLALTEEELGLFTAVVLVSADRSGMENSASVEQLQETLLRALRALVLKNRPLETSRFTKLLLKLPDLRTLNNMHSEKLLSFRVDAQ
rCAG binder – molecules binding r(CAG) RNA repeats; r(CAG) RNA repeat, TO-PRO-1 dye displacement fluorescence; inhibition, % at 3 µM; 1.3% of 370,000 active; AID 651821;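 active = inhibition above the plate cutoff, the mean of all test compounds on that plate plus 3 SD, cut at about 35% in these data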;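 note: 0% = DMSO alone and 100% = 100 µM mitoxantrone as full dye displacement; higher means more dye released from RNA so lower well fluorescence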
TCR-CD3 inh – human TCR-CD3 binding inhibition | TAMRA-labeled TCR probe fluorescence, biochemical | inhibition, % at 9.4 µM | 0.37% of 360,000 active; in the data active = inhibition above about 19%;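 note: recombinant mutant TCR 2C K166C tagged with TAMRA read by polarization; 0% = receptor in buffer alone and 100% = receptor with positive control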
SIAE inh – inhibitors of human sialic acid acetylesterase SIAE. Q9HAT2. SIAE FP-Rh probe binding, fluorescence polarization. inhibition, % at 9.66 µM. 0.69% of 370,000 active. AID 1053197;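 active = inhibition above a cutoff: mean of compounds within the control limits plus 3 SD of those, cut at about 17% in these data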;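 note: 0% = plate median of compound wells and 100% = probe without SIAE protein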
PRMT1 inh – PRMT1 (human) inhibition, primary screen. Q99873. recombinant PRMT1, activity-based probe fluorescence polarization. inhibition, % at 2.79 µM. 1.3% of 370,000 active;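 active = inhibition above about 21% made by adding two undisclosed values, limit read from the data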
PG9 Ab binder – binds the HIV-1 gp120 antibody PG9 | TR-FRET gp120-PG9 antibody binding | inhibition, % at 6.7 µM | 0.43% of 360,000 active | AID 624416; in the data active = inhibition above about 8.5%
* = called active by the depositor; . = not tested or not shown.

compound	TDP2 inh	PG9 Ab binder	ABHD4 inh	PRMT1 inh	LEDGF integ inh	NR1D1 modulator	HTRA1 inh	rCAG binder	TCR-CD3 inh	SIAE inh
COc1ccc(CN(C)CC(=O)NC2CCCc3ccccc32)cc1OC (configuration not stated)	-2	-0.6	-7	-6	-1	2	2	-3	5	0
Cc1nc(SCC(=O)c2c[nH]c3ccccc23)n[nH]1	1	-1.5	-3	0	-2	-3	6	-3	2	-5
Cc1cc(Nc2ccc(F)cc2C)n2ncnc2n1	-1	-0.2	-5	-2	0	-2	-2	1	3	-2
C[C@H](CO)N1C[C@H](C)[C@@H](CN(C)S(=O)(=O)c2ccc(F)cc2)Oc2c(NS(=O)(=O)c3ccc(F)cc3)cccc2C1=O	6	-1.2	-6	1	-2	6	-13	14	3	5
COC(=O)/C=C1\OCc2c(F)cccc21	-4	-0.8	-3	-4	3	-4	.	3	8	-3
O=C(Nc1ccc(O)cc1)c1ccccc1OCc1ccccc1	4	-0.3	-9	-3	-2	-7	-18	7	5	7
CCCc1nnc(SCC(=O)N2CCCC(C)C2)n1CC1CCCO1 (configuration not stated)	-7	-0.5	-7	1	-4	1	-4	-1	11	-21
O=C1c2ccccc2C2(c3cc(C(F)(F)F)cc(C(F)(F)F)c3)NCCN12 (configuration not stated)	-17	-1.0	0	1	-1	8	-2	-10	2	-4
CCOC(=O)NC(=O)CSc1ccc2ccccc2n1	-9	2.1	2	-3	4	1	4	-4	-1	4
O=C(CN(CC1CCCO1)C(=O)CNS(=O)(=O)c1ccc(F)cc1)NCC1CCCO1 (configuration not stated)	8	-0.8	4	-2	0	-2	6	0	1	-9
Cc1cccc(C)c1OCC(=O)Nn1c(=O)[nH]c2ccccc2c1=O	2	0.9	2	3	1	0	2	3	1	-3
COc1cc(OC)c(N(C)S(=O)(=O)c2cccc(C(=O)OCc3c(C)noc3C)c2)cc1Cl	-17	-0.1	-13	3	-6	23*	-25	1	-7	-3
CCC(CC)C(=O)Nc1c(C(=O)N2CCN(c3ccccc3)CC2)oc2ccccc12	-11	-0.9	-2	0	-5	-1	-8	-3	1	-5
CC(C)(C)c1ccc(CC(=O)N2CCC2(C)C(=O)NCc2ccc(Cl)cc2)cc1 (configuration not stated)	-8	-2.5	-1	-2	-1	-1	.	-2	9	8
COc1cccc(N(CC(=O)Nc2cccc(F)c2)S(C)(=O)=O)c1	0	-0.8	-2	1	-2	-3	-3	1	0	-5
CCOC(=O)c1c(OCCO)nn(-c2ccccc2)c1N	2	-1.4	0	2	0	-4	-3	1	2	-7
Cc1cc(=O)n2nc(N3CCCC(C(=O)NCc4ccc(F)cc4)C3)sc2n1 (configuration not stated)	-11	-0.8	-5	-6	4	0	-1	-3	8	4
COc1cc(C(=O)NC2CCN(CC(=O)NC3CCCCC3C)CC2)cc(OC)c1OC (configuration not stated)	1	-1.6	4	2	-2	-5	-5	-9	-3	3
CC(C)(C)OC(=O)N1CCC[C@H]1c1nnc(SCC(=O)Nc2ccc(Br)cc2)o1	4	1.8	0	-1	6	3	-9	-3	-1	-1
NC1=NCc2ccccc21	-2	-2.2	-7	-1	-1	0	3	0	4	1
S=C(NCC1CCCO1)N1CCN(Cc2ccccc2)CC1 (configuration not stated)	-8	-1.2	3	-2	4	-2	5	-4	5	10
COc1cccc2c(=O)c3c(oc12)CCCC3	-8	2.4	4	2	-2	-3	5	0	-6	1
CCOC(=O)c1c(C2CC2)csc1NC(C)=O	1	-2.8	-3	0	2	-3	-5	2	-6	2
O=c1cc(-c2ccccc2)[nH]c2ccc(F)cc12	-5	1.1	-5	4	5	-4	-2	7	-6	-2
COCCN(C(=O)COC(=O)c1ccccc1Cc1ccccc1)c1c(N)n(Cc2ccccc2)c(=O)[nH]c1=O	9	0.3	0	-3	-2	-3	-13	1	4	-7
CCCCOc1ccc(C2CC(=O)NC2=O)cc1 (configuration not stated)	0	-0.5	-9	-3	0	0	-5	1	-1	15
COc1ccc(C(=O)NCc2ccc(C)cc2)cc1S(=O)(=O)N1CCCc2ccccc21	-7	-3.1	-28	-5	7	-5	-55	8	-5	-11
Cc1c(CC(=O)O)c(=O)oc2c(C)c(OCc3ccc(F)cc3F)ccc12	-1	3.3	1	1	2	-3	2	7	3	-6
COc1cc(C(=O)N2CCC(N3CCN(C)CC3)CC2)ccc1Nc1ncc2c(n1)N(C)c1ccccc1C(=O)N2C	0	1.0	3	-2	2	0	.	6	-8	-5
COc1cc(C(=O)NNC(=O)Cc2ccc(S(=O)(=O)N3CCOCC3)s2)cc(OC)c1OC	14	1.0	5	-1	4	0	3	-1	0	7
Fc1ccc(-c2nnc3ccc(N4CCCC4)nn23)cc1	-2	-0.9	-1	-5	1	-3	-2	2	7	-5
Cc1ccc(C)c(Nc2nn3c(=O)c4ccc(C(=O)NCc5cccnc5)cc4nc3s2)c1	10	-1.2	-4	-2	-2	-12	2	3	7	-10
CCn1c(CC(=O)Nc2ccc(Cl)cc2)nnc1SCC(=O)N1CCOCC1	-11	-1.1	-3	-1	3	1	4	-7	1	-1
CCN(Cc1ccccc1)C(=O)CSc1nc(C)cc2c1C(=O)OC2	-10	-5.5	0	-2	-2	0	1	-3	-1	1
O=C1C2CC=CCC2C(=O)N1Cc1nnc(-c2ccc(Cl)cc2)o1 (configuration not stated)	5	-0.8	1	-1	0	-2	-5	0	-9	-7
Cc1cc(N/N=C/c2ccccc2F)c2ccccc2n1	-2	0.3	-4	-2	-3	-1	-6	0	5	1
COc1ccc(NC(=O)c2ccc(CN3CCN(c4ccccc4)CC3)cc2)cc1	-19	-0.5	-5	-2	4	-4	0	2	-1	-3
C=CCn1c(CCNC(=O)c2ccco2)nc2ccccc21	12	0.5	3	1	-4	-4	1	-1	-2	-8
O=C(N/N=C/c1cc(Br)ccc1O)c1cccc(N2CCCC2=O)c1	-20	-0.5	5	-5	-4	-12	16	9	30*	-7
CCn1nc(CC(=O)Nc2ccc(-n3cnnn3)c(C)c2)c2ccccc2c1=O	0	1.2	-2	-2	-2	-3	0	2	2	4
CCSCc1nnc(SCC(=O)Nc2cccc(C(C)=O)c2)n1C	5	1.6	3	1	1	6	6	-4	1	0
COc1cccc(S(=O)(=O)Nc2cccc(C(=O)N3CCCC3)c2)c1	5	-0.4	-2	-2	-2	-2	3	-2	-7	0
COc1ccc(C(=O)c2ccc(-c3ccc(OC)cc3)nc2)cc1	3	-1.1	-1	-3	4	18	0	-3	4	5
COc1ccc(S(=O)(=O)N2CCCCC2)cc1NC(=O)CSc1nnc(C2CC2)n1C	0	0.7	4	5	2	0	3	5	-4	-7
CC(C)CC(=O)c1c(O)cc(O)c2c1OC1=C(C(=O)C(C)(C)C(=O)C1(C)C)C2CC(C)C (configuration not stated)	-3	-1.1	-44	19	-3	-4	.	29	8	-20
COc1ccc(CCN(C)CC(O)c2ccccc2)cc1OC (configuration not stated)	7	-1.5	1	5	-2	2	4	-2	-4	0
CC1CC(C)CN(C(=O)CCNC(=O)c2ccccc2Cl)C1 (configuration not stated)	-4	-0.4	-5	11	-6	7	-3	-5	-7	0
CCc1ccc2c(c1)cc(CN(C(=S)Nc1ccccc1)C1CC1)c1nnnn12	0	-1.0	-2	-1	-3	2	8	3	5	0
CCCN(CCC)C(=O)CC(c1ccccc1)c1cc(Br)ccc1O (configuration not stated)	-17	0.2	-21	1	-2	3	-52	-1	-3	-5
CS(=O)(=O)Nc1cccc(NC(=O)c2cccc3c(-c4ccc(F)c(F)c4)coc23)c1	-2	-1.4	-70	-2	0	2	.	13	3	-71
CC(C)OCCCNC(=S)N1CCC(C(=O)c2ccc(Cl)cc2)CC1	-6	-2.5	-6	1	-1	2	-3	-7	2	-3
CC(C)CC(C(=O)O)N1C(=O)C2C3c4ccccc4C(c4ccccc43)[C@@H]2C1=O (some centres not stated)	-8	-1.7	7	-2	3	-4	-3	18	-2	-3
O=C(O)c1cc2cc(F)ccc2[nH]1	3	-0.3	4	3	0	-3	-3	1	-8	0
COc1cc(OC)c2c(c1)C(=O)OC2OC (configuration not stated)	-6	-2.9	3	-1	4	0	5	0	1	4
COc1cc(C(=O)NNC(=O)c2ccc(NC(=O)C(C)(C)C)cc2)cc(OC)c1OC	-1	0.1	5	2	-4	-10	1	-5	-3	-13
NC(=O)c1cccc(-c2ccnc3c2CC(C(=O)NCC2CC2)O3)c1 (configuration not stated)	6	-1.4	6	-1	-2	-4	.	4	7	4
Fc1cc(F)cc(NC(=S)N2CCC(c3ccccc3)C2)c1 (configuration not stated)	13	-1.9	-1	-4	1	-3	6	-1	8	3
O=C(c1ccccc1F)N1CCN(S(=O)(=O)c2ccc3ccccc3c2)CC1	-13	-1.4	-7	-1	1	4	-6	-2	4	0
CCNS(=O)(=O)c1cc(-c2nnc(OC)c3ccccc23)ccc1C	-8	-1.1	-7	0	5	-2	2	1	-1	-1
O=C(Nc1cccc(S(=O)(=O)N2CCCCC2)c1)c1ccc2ccccc2n1	-2	-0.7	-4	-1	2	-4	-30	4	3	-22

New compounds follow:
compound	TDP2 inh	PG9 Ab binder	ABHD4 inh	PRMT1 inh	LEDGF integ inh	NR1D1 modulator	HTRA1 inh	rCAG binder	TCR-CD3 inh	SIAE inh
O=C(Oc1cccc(-n2cnnn2)c1)c1sc2ccccc2c1Cl	-8	0.8	-13	2	-1	1	7	0	-6	-6
CN(c1ccc(OCC(=O)NC2CCC(O)CC2)cc1)S(=O)(=O)c1ccc(Cl)cc1 (configuration not stated)	-6	0.5	-2	1	-3	-5	9	4	3	2
COc1cc(OC)cc(-c2c(-c3cccs3)c3cc(-c4ccc(OC)cc4F)ccc3n2C)c1	-8	-6.2	3	-1	-1	0	0	12	-4	1
COc1ccc2c(c1)CCc1c(C(=O)NCc3ccc(Cl)cc3)noc1-2	3	-0.5	7	-4	0	4	0	0	2	3
Brc1ccc(-c2noc(-c3ccccc3)n2)o1	2	0.7	-5	-7	-1	-3	-2	-3	3	-3
O=C(COC(=O)c1ccccc1O)NCCC1=CCCCC1	-6	0.4	-11	3	-6	2	0	-5	-2	-9
O=S1(=O)N[C@@H](Cc2ccccc2)COc2cccc(N3CCN(Cc4ccccc4F)CC3)c21	-7	1.7	3	-1	2	4	.	1	6	3
COc1ccc2c(Cl)c(-c3nnc(SCC(=O)c4ccccc4)n3C)sc2c1	-5	1.1	-7	3	-7	95*	-11	3	-9	-6

Random excerpt: 2 entries already listed
compound	TDP2 inh	PG9 Ab binder	ABHD4 inh	PRMT1 inh	LEDGF integ inh	NR1D1 modulator	HTRA1 inh	rCAG binder	TCR-CD3 inh	SIAE inh
CN(c1ccc(OCC(=O)NC2CCC(O)CC2)cc1)S(=O)(=O)c1ccc(Cl)cc1 (configuration not stated)	-6	0.5	-2	1	-3	-5	9	4	3	2
COc1ccc2c(Cl)c(-c3nnc(SCC(=O)c4ccccc4)n3C)sc2c1	-5	1.1	-7	3	-7	95*	-11	3	-9	-6

Source: PubChem

Only part of the results is shown. The share of hits here may be higher or lower than overall.
